PLCb3 inh: human PLC-beta3 inhibitors, primary screen, biochemical, fluorescence | Purified PLC-beta3, fluorogenic substrate | inhibition, % at 12.2 µM | 370,000 tested, 0.18% active; in the data active = inhibition above about 11%;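 note: 0% = median of compound wells on plate and 100% = full blocker control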
ssDAF-12 act: S. stercoralis DAF-12 nuclear receptor activators, primary screen, cell-based, luminescence, HEK293, GRIP1 co-expression, lit1-tk-luc; activation, % at 6.8 µM; AID 652126, 2013; Nuclear hormone receptor DAF-12 (Strongyloides stercoralis); HEK293 ssDAF-12/GRIP1 lit1-tk-luc reporter; % of 3 µM dafachronic acid response; 370,000 tested, 1% active;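 active = activation above the mean over all tested compounds plus 3 SD, cut at about 0.9% in these data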;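 note: 0% = DMSO-only wells and 100% = 3 µM delta7-dafachronic acid wells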
DAX1 inh-1: DAX1 (NR0B1) inhibitors on StAR promoter, primary screen, cell-based, luminescence, SF-1 (NR5A1), full-length DAX-1. HEK293T StAR-luciferase reporter, SF-1/DAX-1 repression relief. inhibition, % at 6.8 µM. 370,000 tested, 1.1% active. AID 652010, 2013;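 active = inhibition above the mean over all tested compounds plus 3 SD, cut at about 3.6% in these data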;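 note: 0% = DAX-1 cells with DMSO and 100% = cells lacking DAX-1 with DMSO; higher inhibition means more luminescence from relief of DAX-1 repression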
PG9 binder: binders of HIV-1 gp120 antibody PG9, primary screen, biochemical, TR-FRET. AID 624416, 2012. TR-FRET gp120-PG9 antibody binding. 360,000 tested, 0.43% active. HIV-1 gp120 / PG9 antibody interaction. inhibition, % at 6.7 µM; in the data active = inhibition above about 8.5%
hcDAF12 agonist: H. contortus DAF-12 nuclear receptor activators, primary screen, cell-based, luminescence, HEK293, lit1-tk-luc reporter. activation, % at 6.8 µM. 370,000 tested, 1.4% active. HEK293 hcDAF-12 lit1-tk-luc reporter; 0% DMSO, 100% Δ7-dafachronic acid;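 active = activation above the mean of all tested compounds plus 3 SD, cut at about 5.5% in these data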;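 note: 100% = response to 3 µM Δ7-dafachronic acid high control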
DAX1 inh-2: DAX1 (NR0B1) inhibitors, primary screen, cell-based, HEK293, Gal4-DAX1, luciferase luminescence; AID 504766, 2011; inhibition, % at 6.75 µM; 340,000 tested, 0.99% active; Nuclear receptor subfamily 0 group B member 1 (Homo sapiens), P51843; HEK293 Gal4-DAX1 luciferase reporter;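 active = inhibition above the mean over all tested compounds plus 3 SD, cut at about 4.2% in these data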;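 note: 0% = DAX1-transfected cells with DMSO and 100% = empty-vector control cells with DMSO; inhibition shows as a rise in luminescence from relieved DAX1 repression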
Target sequence (P51843 207-470 limits assumed): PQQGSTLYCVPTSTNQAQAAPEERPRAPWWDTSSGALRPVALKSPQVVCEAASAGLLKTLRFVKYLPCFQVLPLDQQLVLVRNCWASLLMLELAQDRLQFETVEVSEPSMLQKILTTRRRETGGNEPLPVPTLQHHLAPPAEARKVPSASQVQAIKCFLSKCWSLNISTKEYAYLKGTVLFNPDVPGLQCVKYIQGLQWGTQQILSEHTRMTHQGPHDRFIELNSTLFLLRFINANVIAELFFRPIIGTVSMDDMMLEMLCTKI
NR1D1 modulator: modulators of Rev-erb alpha DNA binding, primary screen, biochemical, FITC-DNA, fluorescence polarization, uHTS. Rev-erbα–FITC-DNA binding, 90 min. activity, % at 10 µM. 370,000 tested, 0.79% active. AID 1259318, 2017;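 active = activity above about 14%, limit read from the data; passing the limit was not always enough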;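 note: 0% = DMSO wells with 35 nM protein and 100% = DMSO wells with 750 nM protein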
Target sequence (P20393 whole entry, looked up): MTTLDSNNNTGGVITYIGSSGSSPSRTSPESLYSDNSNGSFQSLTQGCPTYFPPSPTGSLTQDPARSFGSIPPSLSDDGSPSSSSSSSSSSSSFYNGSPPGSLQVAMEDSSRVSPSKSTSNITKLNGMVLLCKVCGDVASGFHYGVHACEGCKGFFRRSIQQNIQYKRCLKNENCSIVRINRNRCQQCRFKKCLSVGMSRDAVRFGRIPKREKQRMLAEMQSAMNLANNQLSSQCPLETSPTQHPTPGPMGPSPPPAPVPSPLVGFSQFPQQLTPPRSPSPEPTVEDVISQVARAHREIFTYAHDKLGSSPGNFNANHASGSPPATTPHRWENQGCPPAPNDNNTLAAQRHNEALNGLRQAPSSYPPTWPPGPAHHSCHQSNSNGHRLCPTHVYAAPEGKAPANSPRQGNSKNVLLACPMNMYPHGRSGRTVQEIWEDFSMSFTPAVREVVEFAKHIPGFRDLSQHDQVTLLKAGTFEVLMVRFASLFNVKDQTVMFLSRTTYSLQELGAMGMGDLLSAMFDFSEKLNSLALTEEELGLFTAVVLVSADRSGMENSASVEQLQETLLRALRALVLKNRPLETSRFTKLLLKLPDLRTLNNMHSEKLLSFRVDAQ
SMARCA2 act: SMARCA2 (BRM) function activators, primary screen, cell-based, luminescence, high throughput; MG213 cells, MMTV-luciferase reporter, dexamethasone, overnight; activation, % at 9.1 µM; 370,000 tested, 1% active; AID 652017, 2013; in the data active = activation above about 7.8%;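 note: 0% = vehicle wells and 100% = reference activator wells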
hgDAF-12 ag: H. glycines DAF-12 receptor agonists, primary screen, cell-based, luminescence, HEK293, GAL4 fusion, UAS-luciferase | HEK293 GAL4-hgDAF12 UAS-luciferase reporter, agonist luminescence; normalized to butyrate control | activation, % at 6.8 µM | 370,000 tested, 1.8% active | AID 687014, 2013 | Nuclear hormone receptor DAF-12 (Heterodera glycines), GAL4 fusion;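 active = activation above a cutoff set at the mean of all screened compounds plus 3 SD, cut at about 10% in these data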;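 note: 0% = DMSO wells and 100% = sodium butyrate wells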
FXN GAA850 act: FXN promoter activators, primary screen, cell-based, luciferase luminescence, HEK293 lucGAA850. AID 540364, 2011. HEK293 lucGAA850 FXN promoter luciferase reporter, 24 h; percent of 10 µM SAHA response. 360,000 tested, 0.56% active. activation, % at 6 µM;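 active = activation above the average of all compounds screened plus 3 SD, cutoff fixed separately per campaign, cut at about 7.5% in these data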;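 note: 0% = DMSO wells and 100% = 10 µM SAHA wells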
sPLA2-III inh: human group III sPLA2 inhibitors, primary screen, biochemical, QFRET, BODIPY PC-A2 liposome substrate | Group 3 secretory phospholipase A2 (Homo sapiens), Q9NZ20 | QFRET BODIPY PC-A2 liposome hydrolysis, fluorescence | inhibition, % at 12.2 µM | 370,000 tested, 0.56% active | AID 743126, 2013;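 active = inhibition above mean plus 3 SD of compounds lying within the high and low control bounds, cut at about 19% in these data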;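 note: 0% = median of test compound wells and 100% = no enzyme DMSO wells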
Starred values were filed as active, the others as inactive; . = not tested or not shown; & = joins results of further samples; ! = not active in a repeat.

Compound	sPLA2-III inh	NR1D1 modulator	DAX1 inh-2	SMARCA2 act	DAX1 inh-1	hcDAF12 agonist	PLCb3 inh	hgDAF-12 ag	ssDAF-12 act	FXN GAA850 act	PG9 binder
CCOC(=O)CC(NC(=O)c1ccco1)c1ccc(OC)cc1 (stereo unspecified)	-6	-3	-1.0	-2	-0.5	-1.8	-1	-0.3	-0.9	0.3	0.0
COC(=O)c1c(NC(=O)c2c(OC)cccc2OC)sc2c1C(C(=O)OC)CC2 (stereo unspecified)	2	0	-1.5	-1	-0.3	-3.1	-188	-2.1	-1.5	1.2	-0.5
COCCCN1C(=O)C(CC(=O)NCCc2ccccn2)CC(C(=O)N2CCOCC2)=C1C (stereo unspecified)	17	0	1.2	-2	-0.3	4.7	3	3.5	-0.8	1.3	-0.8
COc1ccc(/C=N/NC(=O)c2cccs2)c2ccccc12	3	7	3.6	4	1.3	2.8	-101	11*	-0.5	5.8	-2.0
CCCCc1c(O)nc(SCC(=O)N2CCCCC2)[nH]c1=O	-1	4	1.3	-2	-0.1	-1.6	-5	0.3	-1.1	1.8	0.4
CCOC(=O)c1[nH]c2ccc(C(=O)OC)cc2c1C(=O)OCC	-6	0	-0.1	1	-0.9	-0.7	-28	-1.5	-1.4	1.7	-0.7
O=C(NNC(=O)C12CC3CC(CC(Br)(C3)C1)C2)c1ccccc1F	6	-10	0.2	-2	-0.2	-0.1	-6	5.7	-0.6	2.8	-0.7
Cc1ccc(S(=O)(=O)Nc2c(C(=O)O)[nH]c3ccccc23)c(C)c1	-23	5	2.3	0	-0.1	6.7*	-8	4.8	1.1*	0.7	-0.6
COc1cc(/C=C2/C(=N)N3C(=NC2=O)SN=C3S(C)(=O)=O)ccc1OS(=O)(=O)c1ccc(C)cc1	-9	7	0.6	-2	0.1	-1.7	-30	3.4	-1.3	-0.3	1.1
Cc1sc(NC(=O)C2CCCO2)c(C(N)=O)c1C (stereo unspecified)	1	0	1.0	-3	0.6	0.5	-9	-0.7	-0.4	0.8	-1.2
CC1CCN(c2ccc3nnc(CCC(=O)Nc4cc(F)ccc4F)n3n2)CC1	7	3	-0.2	-3	0.2	-1.0	-4	0.3	-1.3	2.4	0.2
Cc1cc(C)n2nc(SCC3COc4ccccc4O3)nc2n1 (stereo unspecified)	6	0	2.1	6	1.6	-0.9	3	4.7	-0.7	2.7	-1.8
O=C(c1cc(-c2ccc(Br)cc2)on1)N1CCc2ccccc2C1	1	-2	0.5	-1	-0.2	-0.5	-8	2.2	-0.8	0.9	-0.4
O=C(Nc1cccc(NC(=O)C2C3CC4OC(=O)C2C4C3)c1)c1ccccc1 (stereo unspecified)	1	6	0.2	-1	-0.5	2.0	-5	-2.3	0.1	0.3	-0.5
COc1ccc(NS(=O)(=O)c2c(C(=O)N3CCCCCC3)c(C)n(C)c2C)cc1	4	7	0.2	1	0.1	-0.5	0	0.7	-1.2	1.1	-1.3
COCCN1C(=O)C(O)=C(C(=O)c2ccco2)C1c1cccc(Oc2ccccc2)c1 (stereo unspecified)	12	2	-0.1	-4	0.5	-1.1	-10	-0.3	-0.3	2.1	2.0
C(=C\c1nc(N2CCCC2)c2ccccc2n1)/c1ccccc1	-3	3	-0.7	9.0*	-1.0	-0.1	-37	1.6	-1.7	6.1	-1.3
O=C(NC1CCCCCC1)c1ccc([N+](=O)[O-])s1	1	-3	-1.6	-3	-2.2	-0.5	-6	-2.5	-1.1	1.6	-1.1
CCC1NC(=O)c2cc3ccccc3cc2-n2c1nc1ccc(OC)cc1c2=O (stereo unspecified)	10	8	0.6	-2	0.2	0.8	-1	-1.1	-0.5	-3.8	0.4
O=C(COC(=O)c1sc2ccccc2c1Cl)Nc1ncc(Cl)cc1Cl	4	52*	-1.1	-3	0.3	2.0	-11	-0.6	-0.4	1.6	21*

Next compounds:
Compound	sPLA2-III inh	NR1D1 modulator	DAX1 inh-2	SMARCA2 act	DAX1 inh-1	hcDAF12 agonist	PLCb3 inh	hgDAF-12 ag	ssDAF-12 act	FXN GAA850 act	PG9 binder
CC(=O)c1cccc(NC(=O)c2cccc3c(-c4cccnc4)coc23)c1	-2	-1	.	-3	-5.0	-3.3	0	-4.7	-2.2	-2.0	-5.5
N#Cc1cccc(Cn2cc(C(F)(F)F)ccc2=O)c1	-2	-5	-1.2	4	0.1	-0.7	-6	-1.3	-1.4	-0.3	-3.2
COc1ccccc1OCC(=O)Nc1ccc(S(=O)(=O)Nc2onc(C)c2C)cc1	-2	10	0.4	-3	0.3	-1.1	-6	2.2	-0.7	0.1	1.6
Cc1cccc(C(=O)Oc2ccc(/C=N/NC(=O)c3cc(O)cc(O)c3)cc2)c1	-25	-1	0.7	-1	2.0	1.7	-4	2.7	-0.7	-0.3	-4.7
Cc1ccc(C(=O)C2CCN(CC(=O)NCCC(C)C)CC2)cc1	6	-1	.	-3	-0.3	-1.7	-3	-0.8	-1.7	.	.
O=C1c2cccnc2C(=O)N1CNc1ccc(Cl)cc1	3	6	1.3	-2	-0.4	-0.9	3	2.1	-1.6	1.8	0.5
Cn1c(N)c(C(=O)CSc2nc(N)cc(N)n2)c(=O)n(C)c1=O	-2	2	0.4	0	0.4	-0.3	0	-0.1	-0.1	-0.1	-1.7
CCCc1cc2c(=O)c(-c3ccccn3)coc2cc1OC	-4	2	0.8	11*	1.5	-0.4	2	3.1	-0.9	5.0	1.6
Cc1cccc(N2CCN(C(=O)Cc3ccc(-n4c(=O)[nH]c5ccsc5c4=O)cc3)CC2)c1C	-26	3	-1.9	-3	0.5	-3.5	-2	-3.5	-2.2	-2.0	-2.6
CN(Cc1ccccc1F)C(=O)c1ccc2c(=O)n3c(nc2c1)CCC3	5	6	-3.3	0	0.2	-0.4	-12	-0.9	-0.9	0.5	0.0
COc1cccc(OC)c1C(=O)NC(=O)NNc1cc(C(F)(F)F)cc(C)n1	11	1	0.3	2	-1.9	-1.8	-7	-2.8	0.6	0.7	0.4
Cc1c(C(c2ccc([N+](=O)[O-])cc2)c2c(C)n(C)n(-c3ccccc3)c2=O)c(=O)n(-c2ccccc2)n1C	8	-1	0.7	0	0.2	-2.8	0	-0.8	-0.8	-1.2	0.0
COc1ccc2cc(-c3cc(C(=O)OCC(=O)NC4CCS(=O)(=O)C4)c4ccccc4n3)ccc2c1 (stereo unspecified)	-8	-14	-0.8	3	4.4*	4.4	-272	15*	0.4	2.4	1.3
CC(C)(C)c1ccc(-c2nc3[nH]c(=O)cc(NC(=O)c4ccco4)n3n2)cc1	2	1	0.7	0	0.0	-0.1	-1	-2.1	-0.2	-0.1	-0.7
Cc1nnc(SCc2ccc(Cl)cc2Cl)[nH]c1=O	3	3	3.4	-2	0.1	0.0	5	1.6	-0.8	-0.5	-0.4
O=C(O)C1=CC[C@@H](c2ccc(Cl)cc2)N(S(=O)(=O)c2ccc(Cl)cc2)[C@H]1c1ccccc1	-32	-4	-0.8	0	-0.2	-2.5	-1	-0.1	-1.2	0.2	0.5
COc1ccc(CC(=O)Nc2cc(S(=O)(=O)N3CCOCC3)ccc2N2CCCC2)cc1OC	-12	-2	3.0	2	-0.6	-2.1	-13	-1.6	-1.1	1.6	-3.1
CN(CC(=O)Nc1ccccc1Cl)C(=O)CSc1nnc(-c2ccco2)n1C	-1	0	-0.3	-3	1.8	0.2	2	-2.4	-1.2	1.1	-2.2
O=C(Nc1ncc([N+](=O)[O-])s1)c1cccs1	9&2	3&1	-0.8&-0.2	-3&2	4.3*!	4.1&5.1	-7&-9	8.8&7.6	0.0&0.2	-2.0&2.0	-0.8&-1.9
Cn1nnnc1SCC(=O)N1CCc2ccccc2C1	-6	-4	0.8	3	0.7	-1.1	-2	6.1	-0.5	-1.5	-0.2

Following part.
Compound	sPLA2-III inh	NR1D1 modulator	DAX1 inh-2	SMARCA2 act	DAX1 inh-1	hcDAF12 agonist	PLCb3 inh	hgDAF-12 ag	ssDAF-12 act	FXN GAA850 act	PG9 binder
O=C(N1CCCCC1)C12CC3CC(CC(C3)C1)C2	6	0	0.1	0	-0.2	-1.1	-1	1.1	-0.7	2.2	0.0
CC(C)[C@H](N)c1cn([C@@H](CO)C(=O)N2CCNCC2)nn1	5	1	1.1	0	0.0	-1.0	-2	-0.9	-1.0	3.0	0.9
Cc1cc(NC(=O)COC(=O)c2cc(S(=O)(=O)N3CCOCC3)ccc2N2CCCCC2)no1	-3	-2	-0.2	0	-0.1	-2.6	3	0.2	-0.9	0.5	0.2
COc1ccc(C2C(C(=O)NCCN3CCOCC3)c3ccccc3C(=O)N2C2CCCCC2)cc1 (stereo unspecified)	-6	-6	.	-2	0.2	-1.4	-2	-4.5	-1.6	.	-0.3
CCOc1ccc(-c2c(C(=O)N/N=C(\C)c3cccnc3)nnn2-c2nonc2N)cc1	-14	-17	-0.3	-3	-0.5	1.1	-12	1.1	-1.4	3.5	-1.3
Cc1ccc(-c2cc(C(=O)NCc3cccnc3)no2)cc1	-3	-1	0.0	3	0.0	-0.3	0	7.0	-0.8	1.6	-2.8
COCCN(CC1CCCN(C2Cc3ccccc3C2)C1)C(=O)CCC(F)(F)F (stereo unspecified)	3	2	2.9	0	0.4	1.8	-5	2.8	-0.7	2.0	-1.0
O=C(NC1CCCC1)N1CCC(c2nc3ccc(Cl)cc3[nH]2)CC1	3	-2	.	-2	-0.6	4.1	0	-2.4	-1.0	.	.
O=c1c2ccccc2sn1-c1nccs1	12	3	.	-3	-0.6	2.2	-3	3.3	0.2	-5.9	-0.1
COc1ccc(/C=C2\SC(=S)N(CCCC(=O)Nc3cc(C)on3)C2=O)cc1OC	12	4	-0.8	-4	0.1	-0.7	-9	-0.1	-1.3	-0.8	-0.4
CCOC(=O)NC(=O)C(=CNNc1ncc(C(F)(F)F)cc1Cl)C(=O)NC(=O)OCC	0	-4	0.2	-2	0.0	0.5	1	0.8	-0.9	1.8	-2.4
O=c1c2ccccc2cnn1Cc1n[nH]c(=S)n1-c1ccc(Cl)cc1	9	4	0.7	2	-0.4	-1.4	3	0.0	-0.9	0.4	-0.3
